Bioassay records: PubChem BioAssay, several laboratories
RTF Ca sens act: increases calcium sensitivity of human cardiac regulated thin filaments. activation, % at 7.2 µM. P19429+P45379. IANBD-labeled TnC RTF fluorescence at EC20 calcium; 0% EC20 calcium, 100% full calcium. 0.24% of 340,000 active;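 active = activation above the mean over all tested compounds plus 3 SD, cut at about 30% in these data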;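 note: rise in fluorescence read as greater calcium sensitivity of cardiac thin filaments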
HTR5A ag ctr: HTR5A agonism, opioid heterodimer counter-screen. P47898. HTR5A agonist assay, luminescence, cell-based. activation, % at 9.3 µM. 0.61% of 340,000 active. AID 504692; in the data active = activation mostly above about 9.5%, no sharp cut-off; inactive = mostly below about 7.6%;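 note: 0% = cells with vehicle only and 100% = reference agonist; strong numbers were not always called active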
Keap1-Nrf2 PPI: inhibitors of human Keap1-Nrf2 protein-protein interaction; 0.15% of 340,000 active; inhibition, % at 9.4 µM; AID 504523; Q14145; Keap1 Kelch-Nrf2 peptide fluorescence polarization, 1536-well; in the data active = inhibition above about 12%;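 note: human Keap1 Kelch domain with fluorescein labeled Nrf2 9mer peptide probe; 0% = neutral control wells and 100% = peptide positive control; higher means more block of Keap1 binding to Nrf2 peptide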
OPRM1-OPRD1 ag: agonists of human mu-delta opioid receptor heterodimerization | activation, % at 9.3 µM | 0.3% of 340,000 active | P35372+P41143 | cells, OPRM1-OPRD1 heterodimerization, luminescence; in the data active = activation above about 18%;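 note: 0% = vehicle-treated cells and 100% = reference agonist; values of inactives mirror those of a sister screen read the other way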
Target sequence (P35372 whole entry, looked up): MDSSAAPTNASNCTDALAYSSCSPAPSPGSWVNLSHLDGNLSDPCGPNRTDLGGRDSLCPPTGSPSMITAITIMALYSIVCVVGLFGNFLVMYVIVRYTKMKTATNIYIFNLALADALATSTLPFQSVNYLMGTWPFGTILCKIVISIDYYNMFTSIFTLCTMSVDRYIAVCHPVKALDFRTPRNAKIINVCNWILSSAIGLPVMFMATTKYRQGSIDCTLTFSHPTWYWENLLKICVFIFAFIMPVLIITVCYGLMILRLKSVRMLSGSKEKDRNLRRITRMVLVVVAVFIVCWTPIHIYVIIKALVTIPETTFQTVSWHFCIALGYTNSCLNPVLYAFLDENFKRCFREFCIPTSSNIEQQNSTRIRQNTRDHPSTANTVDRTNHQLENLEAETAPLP
Target sequence (P41143 whole entry, looked up): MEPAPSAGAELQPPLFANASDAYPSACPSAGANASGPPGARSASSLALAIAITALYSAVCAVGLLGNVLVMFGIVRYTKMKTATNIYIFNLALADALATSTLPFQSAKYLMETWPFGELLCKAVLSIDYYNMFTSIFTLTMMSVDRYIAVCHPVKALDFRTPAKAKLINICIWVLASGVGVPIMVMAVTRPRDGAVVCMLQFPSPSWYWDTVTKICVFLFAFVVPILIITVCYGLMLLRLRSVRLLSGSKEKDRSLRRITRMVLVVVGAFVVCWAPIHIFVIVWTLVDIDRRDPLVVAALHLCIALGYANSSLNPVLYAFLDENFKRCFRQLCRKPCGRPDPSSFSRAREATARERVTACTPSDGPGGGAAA
V-ATPase pH: regulators of yeast V-ATPase proton transport; S. cerevisiae, pHLuorin cytosolic pH fluorescence; response, % at 10 µM; 0.37% of 350,000 active; AID 504577; in the data active = response mostly above about 7.3%, no sharp cut-off; inactive = mostly below about 5.4%; note: actives read high; inactives centre near 0; some compounds called inactive have numbers as strong as hits; reference of the scale not given here
CAL-PDZ inh HTS: inhibitors of human CAL PDZ peptide binding. Q9HD26. 0.92% of 300,000 active. purified CAL PDZ, TMR-peptide fluorescence polarization, 1 h. inhibition, % at 24.9 µM. AID 602252;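 active = mean inhibition of at least 30% with at least half of replicates also reaching 30%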;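 note: 0% = DMSO neutral control and 100% = excess unlabeled competitor peptide PRC23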
LANA DNA inh: inhibitors of KSHV LANA C-terminal domain DNA binding; MBP-C-LANA/FAM-LBS DNA binding, fluorescence polarization; inhibition, % at 9 µM; 0.078% of 340,000 active; AID 504423;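 active = highest replicate inhibition at or above 60% at 9 µM, even if other replicates fall short; inactive = all replicates below 60% inhibition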;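 note: 0% = neutral control wells and 100% = 4 µM acridine orange control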
MOR-DOR inv ag: mu-delta opioid heterodimer inverse agonism | P35372+P41143 | cell-based MOR-DOR heterodimer luminescence | inhibition, % at 9.3 µM | 0.21% of 340,000 active | AID 504357; in the data active = inhibition above about 22%, passing the limit was not always enough;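 note: 0% = cells with DMSO and 100% = wells without cells with DMSO; values of inactives mirror those of a sister screen read the other way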
Cardiac RTF inh: cardiac RTF calcium desensitization; P19429+P45379; IANBD-labeled cardiac RTF, Ca2+ fluorescence; inhibition, % at 7.15 µM; 0.12% of 340,000 active; AID 493244;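 active = inhibition above the mean inhibition of all tested compounds plus 3 SD, cut at about 17% in these data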;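 note: assay run at fixed EC70 calcium of 1.6 mM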
HTR5A inv ag: inverse agonist of human HTR5A in OPRM1-OPRD1 counter-screen; HTR5A cell line, luminescence, inverse agonism; inhibition, % at 9.3 µM; P47898; 0.083% of 340,000 active; in the data active = inhibition mostly above about 23%, no sharp cut-off; inactive = mostly below about 18%;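 note: 0% = cells with DMSO and 100% = no-cell wells with DMSO; some compounds called inactive have numbers as strong as hits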
Active calls of the source: *.

Cc1nn(C)c(C)c1CNC(=O)c1nn2c(c1Cl)NC(c1cccs1)CC2C(F)(F)F (stereo not drawn) was read as RTF Ca sens act -6, HTR5A ag ctr 8, Keap1-Nrf2 PPI -6, OPRM1-OPRD1 ag 5.3, V-ATPase pH -3, CAL-PDZ inh HTS -3, LANA DNA inh -1.6, MOR-DOR inv ag -31, Cardiac RTF inh -8 and HTR5A inv ag -15.
Screening CC(=O)c1ccc(NC(=O)c2ccc3nc(C)sc3c2)cc1 returned RTF Ca sens act -3, HTR5A ag ctr -1, Keap1-Nrf2 PPI -2, OPRM1-OPRD1 ag -1.9, V-ATPase pH -4, CAL-PDZ inh HTS 0, LANA DNA inh 1.3, MOR-DOR inv ag 9, Cardiac RTF inh -2 and HTR5A inv ag 5.
`O=C(CSc1nc2ccccc2s1)N1CCCCC1` gave RTF Ca sens act 8, HTR5A ag ctr -1, Keap1-Nrf2 PPI -8, OPRM1-OPRD1 ag -2.4, V-ATPase pH -3, CAL-PDZ inh HTS 0, LANA DNA inh -0.5, MOR-DOR inv ag 13, Cardiac RTF inh -3 and HTR5A inv ag 12.
CN(C)C(=O)c1ccc(NC(=O)COC(=O)c2cc(S(=O)(=O)N(C)C)ccc2N2CCCC2)cc1 was read as RTF Ca sens act -1, HTR5A ag ctr -2, Keap1-Nrf2 PPI 2, OPRM1-OPRD1 ag -4.1, V-ATPase pH 0, CAL-PDZ inh HTS -2, LANA DNA inh 1.4, MOR-DOR inv ag 20, Cardiac RTF inh 9 and HTR5A inv ag 7.
`CCN(CC)CCCNC(=O)c1ccccc1C` gave RTF Ca sens act 12, HTR5A ag ctr 0, Keap1-Nrf2 PPI -4, OPRM1-OPRD1 ag 0.7, V-ATPase pH -1, CAL-PDZ inh HTS -1, LANA DNA inh 0.6, MOR-DOR inv ag -4, Cardiac RTF inh 4 and HTR5A inv ag -37.
`COc1ccc(CCNS(=O)(=O)c2ccc3c(c2)CCCC3)cc1OC` gave RTF Ca sens act -3, HTR5A ag ctr -2, Keap1-Nrf2 PPI -2, OPRM1-OPRD1 ag 0.5, V-ATPase pH 0, LANA DNA inh -0.2, MOR-DOR inv ag -2, Cardiac RTF inh -1 and HTR5A inv ag -9.
For O=C(/C=C/c1ccccc1O)c1ccc(Cl)cc1 the results were RTF Ca sens act 0, HTR5A ag ctr 1, Keap1-Nrf2 PPI -3, OPRM1-OPRD1 ag 5.7, V-ATPase pH -2, CAL-PDZ inh HTS -3, LANA DNA inh -2.0, MOR-DOR inv ag -30, Cardiac RTF inh -5 and HTR5A inv ag 12.
N#CC(c1cccc(Cl)c1)c1ccc2c(C(F)(F)F)cc(C(F)(F)F)nc2n1 (stereo not drawn) was read as RTF Ca sens act -2, HTR5A ag ctr 8, Keap1-Nrf2 PPI 6, OPRM1-OPRD1 ag -0.2, V-ATPase pH 6, CAL-PDZ inh HTS -3, LANA DNA inh -0.5, MOR-DOR inv ag 1, Cardiac RTF inh -2 and HTR5A inv ag -22.
For C=CCn1c(SCC(=O)Nc2ccccc2C)nc2sc(C)c(C)c2c1=O the results were RTF Ca sens act -1, HTR5A ag ctr 1, Keap1-Nrf2 PPI 6, OPRM1-OPRD1 ag 3.0, V-ATPase pH 2, CAL-PDZ inh HTS 1, LANA DNA inh -1.1, MOR-DOR inv ag -16, Cardiac RTF inh 4 and HTR5A inv ag -20.
For CCN(CC)c1ccc(NC(=O)CN2CCN(CC(=O)Nc3ccc(F)cc3)CC2)cc1 the results were RTF Ca sens act 1, HTR5A ag ctr -4, Keap1-Nrf2 PPI -6, OPRM1-OPRD1 ag -0.8, V-ATPase pH 3, CAL-PDZ inh HTS -17, LANA DNA inh 0.9, MOR-DOR inv ag 3, Cardiac RTF inh -6 and HTR5A inv ag 10.
`Cc1cccc(OP(=O)(Nc2c(C)n(C)n(-c3ccccc3)c2=O)Oc2cccc(C)c2)c1` gave RTF Ca sens act 6, HTR5A ag ctr -1, Keap1-Nrf2 PPI 0, OPRM1-OPRD1 ag -1.6, V-ATPase pH 1, CAL-PDZ inh HTS -2, LANA DNA inh 2.2, MOR-DOR inv ag 11, Cardiac RTF inh -9 and HTR5A inv ag -5.
Screening O=C(COC(=O)Cn1cnc2ccccc21)NCCc1ccccc1 returned RTF Ca sens act -2, HTR5A ag ctr -2, Keap1-Nrf2 PPI 4, OPRM1-OPRD1 ag -3.7, V-ATPase pH -1, CAL-PDZ inh HTS -1, LANA DNA inh -0.7, MOR-DOR inv ag 20, Cardiac RTF inh -1 and HTR5A inv ag 2.
For O=C1c2ccccc2C2(c3cc(C(F)(F)F)cc(C(F)(F)F)c3)NCCN12 (stereo not drawn) the results were RTF Ca sens act -4, HTR5A ag ctr 2, Keap1-Nrf2 PPI 3, OPRM1-OPRD1 ag 3.7, V-ATPase pH 0, CAL-PDZ inh HTS -3, LANA DNA inh -0.5, MOR-DOR inv ag -17, Cardiac RTF inh -9 and HTR5A inv ag -9.
For CCCN1CCN(CCCNC(=O)Cn2nc(-c3ccccc3)ccc2=O)CC1 the results were RTF Ca sens act 8, HTR5A ag ctr -2, Keap1-Nrf2 PPI -4, OPRM1-OPRD1 ag -0.6, V-ATPase pH -4, CAL-PDZ inh HTS 0, LANA DNA inh -0.3, MOR-DOR inv ag 4, Cardiac RTF inh -9 and HTR5A inv ag -4.
For CCOC(=O)Cc1csc(NC(=O)CSc2ncnc3c2cnn3-c2ccccc2Cl)n1 the results were RTF Ca sens act 2, HTR5A ag ctr 6, Keap1-Nrf2 PPI -3, OPRM1-OPRD1 ag 1.3, V-ATPase pH -2, CAL-PDZ inh HTS -1, LANA DNA inh -2.6, MOR-DOR inv ag -7, Cardiac RTF inh 1 and HTR5A inv ag -5.
Screening O=C(/C=C/c1ccccc1Cl)OCC(=O)N1CCCC1 returned RTF Ca sens act 2, HTR5A ag ctr -1, Keap1-Nrf2 PPI -8, OPRM1-OPRD1 ag -3.7, V-ATPase pH 5, LANA DNA inh 2.3, MOR-DOR inv ag 19, Cardiac RTF inh 1 and HTR5A inv ag 3.
O=c1c(C/C=C/c2ccccc2)c(O)ccn1Cc1ccc(Cl)cc1Cl was read as RTF Ca sens act -2, HTR5A ag ctr 6, Keap1-Nrf2 PPI -3, OPRM1-OPRD1 ag -1.2, V-ATPase pH -1, LANA DNA inh -0.1, MOR-DOR inv ag 7, Cardiac RTF inh -13 and HTR5A inv ag -2.
For CCCC(=O)NC(Nc1ccccc1OC)C(Cl)(Cl)Cl (stereo not drawn) the results were RTF Ca sens act 10, HTR5A ag ctr 4, Keap1-Nrf2 PPI -8, OPRM1-OPRD1 ag 4.6, V-ATPase pH -2, CAL-PDZ inh HTS -2, LANA DNA inh -0.5, MOR-DOR inv ag -26, Cardiac RTF inh -7 and HTR5A inv ag -8.
For S=C(NCc1ccco1)NCc1ccccc1Cl the results were RTF Ca sens act -1, HTR5A ag ctr 2, Keap1-Nrf2 PPI 1, OPRM1-OPRD1 ag -2.4, V-ATPase pH -2, CAL-PDZ inh HTS -2, LANA DNA inh -1.0, MOR-DOR inv ag 8, Cardiac RTF inh -4 and HTR5A inv ag -10.
Screening CCN(C(=O)COC(=O)c1cncc(Br)c1)C1CCS(=O)(=O)C1 (stereo not drawn) returned RTF Ca sens act 5, HTR5A ag ctr -1, Keap1-Nrf2 PPI -5, OPRM1-OPRD1 ag 1.7, V-ATPase pH -2, LANA DNA inh -0.2, MOR-DOR inv ag -9, Cardiac RTF inh -18 and HTR5A inv ag -10.
Screening N#Cc1cccc(Cn2nnc(-c3ccccc3)n2)c1 returned RTF Ca sens act 1, HTR5A ag ctr -3, Keap1-Nrf2 PPI 7, OPRM1-OPRD1 ag -2.9, V-ATPase pH -2, CAL-PDZ inh HTS -10, LANA DNA inh 1.5, MOR-DOR inv ag 17, Cardiac RTF inh -1 and HTR5A inv ag 11.
Cc1ccc(S(=O)(=O)CCC(=O)OCC(=O)N2CCN(c3ccccc3)CC2)cc1 was read as RTF Ca sens act 8, HTR5A ag ctr 8, Keap1-Nrf2 PPI -6, OPRM1-OPRD1 ag -0.7, V-ATPase pH 0, CAL-PDZ inh HTS 0, LANA DNA inh 0.3, MOR-DOR inv ag 4, Cardiac RTF inh -3 and HTR5A inv ag -20.
For COc1ccc(-c2cc(C(=O)NC3CC3)c3ccccc3n2)cc1 the results were RTF Ca sens act -2, HTR5A ag ctr 0, Keap1-Nrf2 PPI -3, OPRM1-OPRD1 ag -4.4, V-ATPase pH 2, CAL-PDZ inh HTS -1, LANA DNA inh -1.2, MOR-DOR inv ag 23, Cardiac RTF inh -6 and HTR5A inv ag -6.
`COc1ccccc1CC1(C)NC(=O)N(CC(=O)N2CC(C)OC(C)C2)C1=O` (stereo not drawn) gave RTF Ca sens act -4, HTR5A ag ctr 3, Keap1-Nrf2 PPI -1, OPRM1-OPRD1 ag 1.1, V-ATPase pH 21, CAL-PDZ inh HTS -3, LANA DNA inh 1.1, MOR-DOR inv ag -7, Cardiac RTF inh -19 and HTR5A inv ag 14.
Screening CCc1sc(C(=O)NCCCn2ccnc2)cc1Br returned RTF Ca sens act 5, HTR5A ag ctr 10*, Keap1-Nrf2 PPI -3, OPRM1-OPRD1 ag -1.5, V-ATPase pH 6, CAL-PDZ inh HTS 0, LANA DNA inh -1.6, MOR-DOR inv ag 7, Cardiac RTF inh -10 and HTR5A inv ag -37.
`CCN(CC)CCN1C(=O)C(O)=C(C(C)=O)C1c1ccc(OC)c(OC)c1` (stereo not drawn) gave RTF Ca sens act -1, HTR5A ag ctr -7, Keap1-Nrf2 PPI 3, OPRM1-OPRD1 ag -1.0, V-ATPase pH 2, CAL-PDZ inh HTS -1, LANA DNA inh 1.1, MOR-DOR inv ag 4, Cardiac RTF inh -5 and HTR5A inv ag 17.
Screening O=C(c1cc2c(s1)CCCC2)N1CCN(CCO)CC1 returned RTF Ca sens act 4, HTR5A ag ctr -2, Keap1-Nrf2 PPI 6, OPRM1-OPRD1 ag -2.4, V-ATPase pH -2, LANA DNA inh -0.9, MOR-DOR inv ag 13, Cardiac RTF inh 1 and HTR5A inv ag 8.
COC(=O)c1cc(-c2ccc(Br)cc2)n[nH]1 was read as RTF Ca sens act -1, HTR5A ag ctr 4, Keap1-Nrf2 PPI -1, OPRM1-OPRD1 ag 0.4, V-ATPase pH -5, CAL-PDZ inh HTS -1, LANA DNA inh -0.4, MOR-DOR inv ag -2, Cardiac RTF inh 0 and HTR5A inv ag -11.
`COc1ccc(SCCN2CC[C@@H](NC(=O)OCc3ccccc3)CCC2=O)cc1` gave RTF Ca sens act -6, HTR5A ag ctr 0, Keap1-Nrf2 PPI 2, OPRM1-OPRD1 ag -0.5, V-ATPase pH 3, CAL-PDZ inh HTS -2, LANA DNA inh -1.2, MOR-DOR inv ag 3, Cardiac RTF inh -1 and HTR5A inv ag -1.
`C#CCSc1[nH]c(=O)cc(C)c1C#N` gave Keap1-Nrf2 PPI -5, V-ATPase pH -1, CAL-PDZ inh HTS 6 and LANA DNA inh 0.0.
